Compound activity as filed in PubChem BioAssay.
Pf apPOL block: Pf-apPOL inhibitors, biochemical, fluorescence. inhibition, % at 10 µM. Recombinant Pf-apPOL, molecular beacon fluorescence, 1.5 h. Plasmodium falciparum apicoplast DNA polymerase (apPOL). hit rate 0.25% among 210,000
mHTT-CaM PPI inh: mutant huntingtin-calmodulin interaction inhibitors – biochemical, AlphaScreen, primary screen | AlphaScreen His-mHTT/GST-CaM binding, luminescence | AID 1671202, 2021 | hit rate 3.6% among 190,000 | inhibition, % at 15 µM;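 note: 0% = both proteins with DMSO and 100% = one protein alone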
* = called active by the depositor; i = inactive; nt = not tested or not shown; & = joins results of further samples. Cut-off read from the data, not from the text of the source: active = inhibition above about 50%; inactive = the rest.

SMILES | Pf apPOL block | mHTT-CaM PPI inh
CCOC(=O)N1CCN(C(=O)NC2CC(=O)N(c3ccc(C)cc3)C2)CC1 (stereo not drawn) | -2.4 | 0.8
Cc1cc(Cl)cc(Cl)c1OCCCCN(C)C | -2.9 | 3.3
Cc1ccnc(N2CCC(C(=O)NCCCN(C)c3ccccc3)CC2)n1 | -3.2 | -6.0
O=C(Nc1ccc(Cn2cncn2)cc1)c1cccc(Br)c1 | -0.2 | 0.7
CC(C)C(=O)NCc1csc(C2CCCN(C(=O)c3ccccc3)C2)n1 (stereo not drawn) | -5.0 | -7.9
COc1ccc(-c2nc(C(=O)N3CCCC3)cs2)cc1 | -4.2 | -1.3
O=C(Nc1ccc(O)c2c(=O)cc(-c3ccccc3Cl)oc12)c1ccccc1Cl | -8.0 | -0.2
O=C(NCc1cccs1)c1cc2n(n1)C(C(F)(F)F)CC(c1ccc(Cl)c(Cl)c1)N2 (stereo not drawn) | 1.4 | 8.0
COc1ccc(C(=O)Nc2ccc(C(C)=O)cc2)cc1I | -7.1 | 17.5
Cc1ccc(C2NC(=O)N(C)C3=C2C(=O)N(CCc2ccccn2)C3)c(C)c1 (stereo not drawn) | 1.3 | 3.1
COc1ccc(NC(=O)CCCc2ccccc2)cc1 | -1.2 | -6.7
O=[N+]([O-])c1ccc(S(=O)(=O)N2CCN(c3ncccn3)CC2)cc1 | 99.0* | -3.1
O=C(c1cccc(F)c1)N1CCN(CCCc2ccccc2)CC1 | -3.7 | 5.7
Fc1ccc(N2CCN(C3=CC(N4CCN(c5ccc(F)cc5)CC4)C4COC3O4)CC2)cc1 (stereo not drawn) | 0.1 | 3.0
O=C1CSC(c2ccccc2)N1CCc1ccccc1 (stereo not drawn) | -1.3 | -14.0

Reprinted from the listing, 3 compounds:
SMILES | Pf apPOL block | mHTT-CaM PPI inh
O=C(c1cccc(F)c1)N1CCN(CCCc2ccccc2)CC1 | -3.7 | 5.7
Fc1ccc(N2CCN(C3=CC(N4CCN(c5ccc(F)cc5)CC4)C4COC3O4)CC2)cc1 (stereo not drawn) | 0.1 | 3.0
O=C1CSC(c2ccccc2)N1CCc1ccccc1 (stereo not drawn) | -1.3 | -14.0

The main list resumes with the 2 entries that preceded the break.
SMILES | Pf apPOL block | mHTT-CaM PPI inh
Fc1ccc(N2CCN(C3=CC(N4CCN(c5ccc(F)cc5)CC4)C4COC3O4)CC2)cc1 (stereo not drawn) | 0.1 | 3.0
O=C1CSC(c2ccccc2)N1CCc1ccccc1 (stereo not drawn) | -1.3 | -14.0
CCC(=O)N1CCc2sc(C(=O)NCc3ccc(F)cc3)cc2C1 | -3.9 | -4.0
N#Cc1ccc(S(=O)(=O)N2CC(C(=O)N3CCCCC3)C3(CCOCC3)C2)cc1 (stereo not drawn) | -5.2 | -4.0
O=C1CC(c2cccc([N+](=O)[O-])c2)CC2=C1C(c1ccc(Cl)cc1)Nc1ccccc1N2 (stereo not drawn) | 12.4 | 58.0*
Cc1cccc(NC(=O)C2CC2)c1-c1nc2ncccc2o1 | -1.0 | 3.5
CSc1ccc(OS(=O)(=O)c2ccc(C)c(F)c2C)cc1 | 0.3 | nt
COc1cccc(CNC(=O)C2CCN(c3c(C#N)cnc4ccccc34)CC2)c1 | 0.6 | -11.7
CC(=O)Nc1ccc(Nc2cc(C)nc3nnnn23)cc1 | -65.0 | -2.0
CCNc1cc(N2CCCC(CCC(=O)NCCN3CCCCCC3)C2)ncn1 (stereo not drawn) | -3.6 | 24.6
COc1cccc(NC(=O)c2ccnc(N3CCC(C(=O)NC4CCCC4)CC3)c2)c1 | 2.8 | -9.2
COc1ccccc1CNC(=O)c1cc2cc3ccc(C)cc3nc2o1 | -1.1 | -4.0
O=C(NCCN1CCN(C(=O)c2cc(-c3ccco3)[nH]n2)CC1)c1ccc2c(c1)OCO2 | -7.8 | 9.8
O=C(Nc1c2c(nn1-c1ccc(F)cc1)CS(=O)(=O)C2)c1ccccc1[N+](=O)[O-] | -2.6 | 6.0
Cc1ccc(S(=O)(=O)N2CCC(CCNC(=O)NCC(C)C)CC2)cc1 | 4.2 | 38.9
Clc1cccc(OCCN2CCCCC2)c1 | -7.6 | -1.8
O=C(Nc1c2c(nn1-c1cccc(Cl)c1)CSC2)c1ccc(Br)o1 | -3.7 | 10.0

Fetched one by one from the entries so far, 5 records:
SMILES | Pf apPOL block | mHTT-CaM PPI inh
O=C(Nc1c2c(nn1-c1cccc(Cl)c1)CSC2)c1ccc(Br)o1 | -3.7 | 10.0
CC(=O)Nc1ccc(Nc2cc(C)nc3nnnn23)cc1 | -65.0 | -2.0
CSc1ccc(OS(=O)(=O)c2ccc(C)c(F)c2C)cc1 | 0.3 | nt
COc1ccccc1CNC(=O)c1cc2cc3ccc(C)cc3nc2o1 | -1.1 | -4.0
Cc1ccc(S(=O)(=O)N2CCC(CCNC(=O)NCC(C)C)CC2)cc1 | 4.2 | 38.9

(continued)
SMILES | Pf apPOL block | mHTT-CaM PPI inh
Cc1[nH]c2ccccc2c1SCCNC(=O)C(C)(C)C | -5.5 | 2.0
CC(C)=CCC1=C(O)c2ccccc2C(=O)C1=O | -10.0 | nt
COc1ccc(NC(=O)c2cn3c(n2)CCCC3)c(OC)c1 | -4.7 | 21.3
NC(=O)C1CCN(CC(=O)NCc2ccco2)CC1 | -11.7 | -11.6
COc1cccc(OC(C)C(=O)O)c1 (stereo not drawn) | 1.1 | -1.1
Cc1noc(-c2ccc(Cl)cc2)c1C(=O)NN | 0.9&13.9 | nt
O=C1/C(=C/c2ccc(Br)o2)CC/C1=C\c1ccc(Br)o1 | -3.8 | 96.0*
Cc1ccc(NC(=O)C(C)Oc2ccccc2)c([N+](=O)[O-])c1 (stereo not drawn) | -2.4 | 46.3
Cn1ncc(N=Cc2ccccc2O)c1C(=O)N1CCOCC1 | -8.3 | -2.0
N#CCSc1nc2ccccc2c2nc(-c3cccc([N+](=O)[O-])c3)nn12 | -1.4 | 5.0
Cc1ccccc1S(=O)(=O)N1CCC2(CC1)NCCN=C2NCc1ccccc1 | 3.1 | -1.1
O=C(C1c2ccccc2Oc2ccccc21)N1CCN=C1SCc1ccccc1F | -15.0 | -15.0
COc1ccc(C2=N/C(=C\c3cc(OC)ccc3OC)C(=O)O2)c(Cl)c1 | -2.2 | -5.0
c1ccc(-c2nnc3sc(C4CCCCC4)nn23)nc1 | nt | 4.7
CCOC(=O)N1CCN(C(=O)c2csc(NC(=O)c3ccccc3)n2)CC1 | 2.7 | -2.3
Cc1nnc(Nc2ccc3c(c2)OCCO3)[nH]c1=O | -2.2 | 2.0
CC(C)Cn1c(=O)c2sccc2n2c(CCC(=O)NCc3cc(F)ccc3F)nnc12 | 6.6 | 0.5
CC(C)Oc1ccc(NC(=O)c2cc3cc(Br)ccc3oc2=O)cc1 | 15.5 | 4.0
O=C(CC1NCCN(Cc2ccccc2)C1=O)NN=Cc1cc(Cl)cc(Cl)c1O (stereo not drawn) | 10.7 | nt
CCCC(=O)Nc1ccc2c(c1)CCC(=O)N2CC(C)C | -2.8 | -7.9
CCCNC(=O)Cn1ccc2c(C)nn(C)c2c1=O | 1.7 | -5.6
Cc1ccc2c(c1)C(=O)C(=O)S2 | 53.9* | nt
Cc1ccc(-c2nnc(N3CCOCC3)c3ccccc23)cc1S(=O)(=O)NCC1CCCO1 (stereo not drawn) | 2.5 | 8.3
COc1ccc(NC(=O)CN(c2ccccc2)S(=O)(=O)c2ccccc2[N+](=O)[O-])cc1OC | -4.7 | 30.5
Cc1cc(C)c(Cc2c(C)c(/C=N/O)c(C)c(Cc3c(C)cc(C)c(/C=N/O)c3C)c2C)c(C)c1/C=N/O | nt | i
COc1ccc(C2CC(C(F)(F)F)n3nc(C(=O)N4CCCC4)c(Cl)c3N2)cc1OC (stereo not drawn) | -10.7 | 14.0
CCn1c(SC)nnc1-c1nn(C)c2c1CN(C(=O)CSc1ccccc1)CC2 | -4.1 | 1.8
CCOc1ccc(-c2[nH]nc3c2C(c2cccnc2)C(C#N)=C(N)O3)c(OCC)c1 (stereo not drawn) | -0.4 | 12.0
COc1ccc(C2/C=C\CN(S(=O)(=O)/C=C/c3ccccc3)[C@@H](C)C(=O)N2Cc2ccc(F)cc2)cc1 (stereo partly drawn) | -0.1 | 5.2
Cc1cc(O)c(C(c2cccc([N+](=O)[O-])c2)c2c(O)cc(C)[nH]c2=O)c(=O)[nH]1 | 2.3 | -7.4

A few values from the list.
mHTT-CaM PPI inh with Cc1ccnc(N2CCC(C(=O)NCCCN(C)c3ccccc3)CC2)n1 stands at -6.0
mHTT-CaM PPI inh with CC(C)Oc1ccc(NC(=O)c2cc3cc(Br)ccc3oc2=O)cc1 stands at 4.0
Pf apPOL block with CC(C)C(=O)NCc1csc(C2CCCN(C(=O)c3ccccc3)C2)n1 (stereo not drawn) stands at -5.0

(continued)
SMILES | Pf apPOL block | mHTT-CaM PPI inh
CCn1ccc2oc(C)c(C(=O)N3CCN(c4ccc(Cl)cc4)CC3)c2c1=O | -4.6 | 36.7
CC1Cc2nc(SCC(=O)Nc3cccc(Cl)c3)n(Cc3ccccc3)c(=O)c2S1 (stereo not drawn) | 16.7 | 9.0
O=C(CCCn1cccc1)Nc1ccccc1Cl | -7.1 | -8.1
Cc1cc(=O)oc2cc(OCC(O)CN3CCN(Cc4ccccc4)CC3)ccc12 (stereo not drawn) | -2.5 | 0.1
CCCc1cc(C2CCCN2C(=O)Nc2ccc(Cl)cc2)no1 (stereo not drawn) | -4.1 | -12.2
O=C(CCC1CCCC1)Nc1c2c(nn1-c1ccc([N+](=O)[O-])cc1)CS(=O)(=O)C2 | -5.9 | 11.0
Cc1ccccc1C(=O)N1CCCC(COc2ccc(C(=O)NC(C)C)cc2)C1 (stereo not drawn) | -3.0 | 4.9
O=C(COc1ccc(F)cc1)N1CCC(c2ccccc2)C1 (stereo not drawn) | 3.6 | 0.1
COCC(=O)N1CCC2(C1)NCc1ccccc1NC2=NC1CCCC1 (stereo not drawn) | -3.4 | 14.1
O=C(c1cccc(C(F)(F)F)c1)N1CCCC(COCc2ccccc2)C1 (stereo not drawn) | -2.9 | 26.8
CCOc1cc(/C=C2\SC(=N)NC2=O)ccc1OCc1ccc(C)cc1 | -1.0 | 21.0
CCOc1ccc(NC2OC(=O)c3ccccc32)cc1 (stereo not drawn) | -5.5 | 9.0
COCc1nnc(NC(=O)C23CC4CC(CC(C4)C2)C3)s1 | nt | 1.3
COc1cc2nc(COc3ccccc3[N+](=O)[O-])oc(=O)c2cc1OC | -1.6 | 2.0
O=C(CSc1ncn[nH]1)c1ccc2c(c1)OCCO2 | 0.2 | -14.5
COc1ccc(Br)cc1C1=N/C(=C/c2ccc(F)cc2)C(=O)O1 | -2.2 | 2.0
NC(=O)COc1ccc2c(-c3ccccc3)cc(=O)oc2c1 | -2.5 | -2.0
Cc1ccc(Oc2ncccc2NC(=O)c2ccc3c(c2)OCCCO3)c2c1CCC2 | 1.0 | nt
COc1ccc(CCNC(=O)CSc2nc(N)cc(=O)[nH]2)cc1OC | 3.2 | -1.0
O=C(CCS(=O)(=O)c1ccccc1)OCc1cc(-c2ccc(F)cc2)on1 | 0.6 | -17.9
CCS(=O)(=O)Nc1ccc(C2(C(=O)NC(C)c3ccccc3)CCCCC2)cc1 (stereo not drawn) | 2.5 | -7.9
CCC(=O)NCc1csc(C2CCN(C(=O)Cc3ccccc3C)CC2)n1 | -0.4 | -6.8
CC(=O)N(C(C)=O)c1c(N2CCCC2)c2ccccc2oc1=O | 0.7 | 24.0
Cc1ccnc(N2CCC(C(=O)NCc3ccccc3)CC2)n1 | -6.1 | -9.0
O=C(NCC(F)(F)F)C1CCN(C(=O)Cc2noc3ccccc23)CC1 | -3.4 | -12.8
O=C(c1cc2ccccc2[nH]1)N1CCC2(CC1)NC(=O)N(Cc1ccc(Cl)cc1)C2=O | -1.5 | 99.0*
CCOc1ccc(NC(=O)Cn2c(=O)n(-c3ccc(F)cc3)c(=O)c3sccc32)cc1 | 2.0 | 0.0
COc1ccc(OC)c(C(=O)c2ccc(C(=O)Nc3cccc([N+](=O)[O-])c3)cc2)c1 | -1.4 | 12.0
O=C(Nc1ccc(C(=O)N2CCCCC2)cc1)c1cccc([N+](=O)[O-])c1 | -7.9 | -1.3
O=C(NCCO)/C(=C\c1ccc2c(c1)OCO2)NC(=O)c1ccccc1Br | -4.7 | -6.0
Cc1ccccc1-n1nc(C(=O)NC(C)C)nc1C | 3.3 | -4.2
CC(=O)N(CCCN(C)C)Cc1ccc(C(C)C)cc1 | -1.2 | -0.9
O=C1C2C3C=CC(C3)C2C(=O)N1CNc1cccc(Cl)c1 (stereo not drawn) | 8.5 | -3.0
CCSc1ncccc1C(=O)Oc1cc(C)nn1-c1ccccc1 | -7.2 | nt
CCC(Sc1nc2ccc(Br)cc2[nH]1)C(=O)O (stereo not drawn) | -6.9 | -3.4
Cc1c(C(=O)Nc2cccc(C(F)(F)F)c2)cccc1[N+](=O)[O-] | 3.2 | 0.0
CN1C(=O)c2ccccc2Sc2cc([N+](=O)[O-])ccc2S1(=O)=O | -5.1 | nt
COc1ccccc1CC(=O)N1CC2CC1CC2NC(=O)c1ccccc1 (stereo not drawn) | 1.9 | -1.3
O=C(Cn1cnc([N+](=O)[O-])n1)Nc1ccc(F)c(Cl)c1 | 4.4 | 0.0
CC(NC(=O)C12CC3CC(CC(C3)C1)C2)C(=O)NN (stereo not drawn) | -2.4 | 0.1
Nc1nc2n(n1)C(c1ccc(Cl)cc1)CC(c1ccc(F)cc1)N2 (stereo not drawn) | 0.8 | -2.8
CNC(=O)c1cc2c(=O)n(C)c3ccccc3n2n1 | -3.5 | -12.6
COC(=O)c1ccc(Oc2c(C)oc3c4c(ccc3c2=O)OCN(Cc2cccnc2)C4)cc1 | -0.2 | 0.0
O=C(NCc1csc(C2CCN(C(=O)CCc3ccccc3)CC2)n1)C1CC1 | -4.9 | -5.2
Cc1ccc(NC(=O)CN2C(=O)C3C4C=CC(CC4)C3C2=O)cc1F (stereo not drawn) | 0.1 | -2.0
Fc1cccc(CSc2ccc(-c3ccc4c(c3)OCO4)nn2)c1 | -7.7 | -17.0
Cc1ccc(CSc2nc3ccc([N+](=O)[O-])cc3s2)cc1 | -2.2 | nt

Rows are unselected; 3.5% or so of the library scored in one or more.
